Screens (PubChem BioAssay)
Mito fusion yeast: qHTS Assay for Small Molecule Inhibitors of Mitochondrial Division or Activators of Mitochondrial Fusion | S. cerevisiae fusion-defective mutant growth rescue, CellTiterGlo 48 h | Potency, µM (highest dose often 46.1 µM), for the others: at the highest dose growth rescue (activation), hits mostly activators | 0.23% of 320,000 active | AID 485298, 2010;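 also: potency is read from the fitted curve at half-maximal effect; % of control where 0% means no effect; nearly all actives have a fitted effect of over 45% in size; temperature-sensitive fusion mutants such as fzo1-1 at 37 °C on non-fermentable ethanol glycerol medium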
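Luminescent cell viability in 1536-well qHTS format served as the measure of rescued growth in ts fusion-mutant S. cerevisiae cultured on non-fermentable YPEG for 48 hours at 37C.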
Eya2 inh: qHTS Assay for Inhibitors of the Phosphatase Activity of Eya2 | 0.006% of 330,000 active | Potency, µM (series often up to 76.9 µM), for inactives: at the top dose activity, negative = inhibition, hits mostly inhibitors | recombinant Eya2, OMFP fluorescence dephosphorylation (OMFP is methylfluorescein phosphate); also: potency is read from the fitted curve at half-maximal effect; % is scaled to controls: 0 for no effect and ±100 for the full control effect
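Eya2 (0.2 uM) preincubated 10 min at ambient with compound, then OMFP substrate added at 50 uM; 10 min reaction in 50 mM HEPES pH 7.5, 50 mM NaCl, 5 uM MgCl2, 0.05% BSA, 1 mM DTT. Fluorescence read at Ex 485/Em 525 nm.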
TCR activator: Activators of T cell receptors: qHTS campaign; primary human leukocytes, anti-CD3, IL-2 HTRF, 48 h; Potency, µM (titrated, usually from 9.22 µM), without a hit: at the top dose activation of IL-2 secretion, actives largely listed as activators; 330,000 tested, under 10 active; also: % of control where 0% means no effect
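Using a-CD3 beads without co-stimulation, primary human leukocytes were exposed to compounds for 48 hr. An HTRF IL-2 kit measured the cytokine, with europium-to-d2 energy transfer producing emission at 665nm upon 320nm excitation.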
USP2a block: qHTS Assay for Inhibitors of Ubiquitin-specific Protease USP2a Using CHOP2 as the Reporter. USP2 core, Ub-CHOP2 coupled fluorogenic reporter, 485/531. Potency, µM (highest dose often 38.3 µM), for the others: at the highest dose activity change, negative = inhibition, usual class: inhibitors. 0.01% of 330,000 active. AID 463254, 2010;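 also: potency is read from the fitted curve at half-maximal effect; plate controls were DMSO wells for no effect and full inhibition by NEM control for full effect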
Target sequence (O75604 whole entry, looked up): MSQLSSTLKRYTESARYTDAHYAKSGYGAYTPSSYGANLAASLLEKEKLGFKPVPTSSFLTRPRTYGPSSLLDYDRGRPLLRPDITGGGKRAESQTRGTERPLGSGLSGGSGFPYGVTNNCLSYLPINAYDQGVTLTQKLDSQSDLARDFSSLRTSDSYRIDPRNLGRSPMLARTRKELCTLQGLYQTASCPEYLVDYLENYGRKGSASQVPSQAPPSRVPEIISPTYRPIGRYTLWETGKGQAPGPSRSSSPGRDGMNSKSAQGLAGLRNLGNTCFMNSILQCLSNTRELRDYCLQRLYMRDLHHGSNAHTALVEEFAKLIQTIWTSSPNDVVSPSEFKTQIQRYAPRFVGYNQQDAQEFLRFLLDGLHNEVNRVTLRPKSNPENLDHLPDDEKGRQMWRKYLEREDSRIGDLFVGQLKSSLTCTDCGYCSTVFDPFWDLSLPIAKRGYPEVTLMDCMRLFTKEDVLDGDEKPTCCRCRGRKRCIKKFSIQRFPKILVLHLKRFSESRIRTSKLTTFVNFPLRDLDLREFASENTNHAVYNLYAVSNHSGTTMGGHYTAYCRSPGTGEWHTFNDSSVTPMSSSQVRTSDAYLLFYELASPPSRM
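USP2 core (10nM final) preincubated 30min RT with compound in 20mM Tris-HCl pH 8.0, 2mM CaCl2, 2mM beta-mercaptoethanol, 0.05% CHAPS; 25nM Ub-CHOP2 plus 25nM reporter substrate added, fluorescence (Ex485/Em531) read after 60min.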
KCNH2 WT inh: qHTS for Inhibitors of KCHN2 3.1: Wildtype qHTS | 0.37% of 340,000 active | activity change, % at 1.84 µM | AID 720551, 2013 | Voltage-gated inwardly rectifying potassium channel KCNH2 (Homo sapiens), Q12809 | U2OS, BacMam KCNH2, thallium flux FluxOr; active compounds read low;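 active = maximum activity change below -70%; inconclusive = maximum activity change between -70% and -50%; inactive = maximum activity change above -50%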; also: % is scaled to controls: 0 for no effect and ±100 for the full control effect
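U2OS cells transduced with wild-type KCNH2 virus are loaded with FluxOr dye for 45 min, and thallium flux is measured in kinetic reads before and after stimulation buffer. Rate constants are normalized to DMSO controls.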
AT treatment: qHTS Assay for Identifying a Potential Treatment of Ataxia-Telangiectasia; […] A-T fibroblasts, KAP-1 phosphorylation AlphaLISA; neocarzinostatin DNA damage 30 min before lysis; Potency, µM (top dose mostly 57.5 µM), inactives show at the highest dose activation, most hits filed as activators; 0.19% of 320,000 active; also: potency is read from the fitted curve at half-maximal effect; % of control where 0% means no effect; nearly all actives have a fitted effect of over 45% in size
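hTERT-immortalized A-T patient fibroblasts ([…]), 500 cells/well in OPTI-MEM, 1% FBS, got compounds for 60 min, then NCS for 30 min at 37C. Lysates were then assayed for phospho-KAP-1 by AlphaLISA (anti-pKAP1 donor, anti-KAP1 acceptor beads), 6 hr at 25C.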
TRPV1 ag: HTS Assay for Compounds that Act as Agonists of the Vanilloid Receptor 1 | Transient receptor potential cation channel subfamily V member 1 (Homo sapiens), Q8NER1 | TRPV1-expressing cells, Fluo-8 calcium influx, agonist mode | activation, % at 8.33 µM | 0.19% of 320,000 active | AID 540275, 2011; in the data active = activation above about 80%; inconclusive = between about 30% and that limit; also: 0% is about no effect
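Cells expressing TRPV1 were dye-loaded with Fluo-8 and read kinetically: 10 s baseline, 3 min after compound (agonist portion), then 2 min after EC20 capsaicin (allosteric enhancer portion). Calcium-bound dye fluorescence at 480/520 nm.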
KCNH2 3.1 block: qHTS for Inhibitors of KCHN2 3.1: Mutant qHTS; Potassium voltage-gated channel subfamily H member 2, brain isoform KCNH2 3.1 (human); U2OS KCNH2 3.1, thallium flux FluxOr; active compounds read low; activity change, % (tested at about 1.8 µM); 0.95% of 340,000 active; AID 720553, 2013;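 active = maximum activity change below -70%; inconclusive = maximum activity change from -70% to -50%; inactive = maximum activity change above -50%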;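 also: thallium influx rate constant from kinetic fluorescence after stimulation buffer; % is scaled to controls: 0 for no effect and ±100 for the full control effect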
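Thallium flux read-out: FluxOr dye with Red40 quencher in HBSS/HEPES, 45 min at RT. Rate constants from kinetic reads were normalized to positive and negative DMSO controls. Cells: U2OS virally expressing the 3.1 isoform.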
TSHR antag: Antagonists of the Thyroid Stimulating Hormone Receptor: HTS campaign. TSHR-expressing cells, TSH-stimulated cAMP HTRF, 2 h; active compounds read low. activity change, negative = inhibition, % at 11.5 µM. 0.2% of 330,000 active. AID 504810, 2011;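 active = activity change below a set negative limit, meaning inhibition stronger than a set level, cut at about -70% in these data; inconclusive = activity change between two set negative limits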; also: % is scaled to controls: 0 for no effect and ±100 for the full control effect
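Inhibition of cAMP made by TSHR-expressing cells under TSH stimulation (4nM final, EC80; 2 h, 37 deg C) is quantified with a one-step lysis HTRF kit, anti-cAMP cryptate versus cAMP-d2.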
ELG1 DNA repair: qHTS screen for small molecules that inhibit ELG1-dependent DNA repair in human embryonic kidney (HEK293T) cells expressing luciferase-tagged ELG1; HEK293T ELG1-luciferase reporter, luminescence, 16 h; DNA damage induced by 5-fluorouridine; Potency, µM (highest dose often 46.1 µM), inactives show at the highest dose activity change, negative = inhibition, actives largely listed as inhibitors; 2.3% of 330,000 active; also: potency is read from the fitted curve at half-maximal effect; % is scaled to controls: 0 for no effect and ±100 for the full control effect; nearly all actives have a fitted effect of over 55% in size
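5-Fluorouridine DNA damage + compound/DMSO, 2,000 cells/well, 16 h, 37 °C/5% CO2. ONE-Glo, 30 min RT, luminescence. Readout = decrease in reporter signal.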
* = called active by the depositor; ? = inconclusive; . = no result given; [ ] = remark or other dose. Unless noted, calls follow the shape of the dose curve; as a rule, active = well fitted curve in the direction sought with a large enough effect; inconclusive = small, poorly fitted or top-dose-only effect, or another doubt; inactive = no such curve, though single readings can be large; an effect the other way counts as inactive or inconclusive.

1	COc1cc2cc(C)c3nnc(SCC(N)=O)n3c2cc1OC
2	CSc1nc(-c2ccco2)cc(C(F)(F)F)c1C#N
3	Cc1ccc(NC(=O)COc2ccc(S(=O)(=O)N3CCOCC3)cc2)cc1
4	COc1ccc(/C=C2\SC(N)=NC2=O)cc1
5	COc1ccc(S(=O)(=O)N2CCCOC2CNC(=O)C(=O)NC2CCCC2)cc1 (configuration not stated)
6	Cc1ccc(NC(=O)COc2ccc(N(C)C(=O)C(C)(C)C)cc2)cc1S(=O)(=O)N1CCCCC1
7	O=C(OCC(=O)N1CCOCC1)c1cc(-c2ccccc2)nc2ccccc12
8	Cc1onc(-c2c(F)cccc2Cl)c1C(=O)N1C=CC(C(F)(F)Cl)=NCC1

entry no.	1	2	3	4	5	6	7	8
Mito fusion yeast	0%	2%	0%	2%	1%	.	.	2%
Eya2 inh	-7%	-3%	6%	1%	4%	-25%	3%	2%
TCR activator	.	4%[46.1 µM]	1%	.	2%	-3%	-6%[46.1 µM]	2%
USP2a block	3%	4%	1%	1%	1%	-4%	-2%	2%
KCNH2 WT inh	.	12	-3	22	-2	-4	4	-12
AT treatment	-1%	.	1%	11%	6%	6%	-4%	-4%
TRPV1 ag	0	1	5	2	2	.	.	3
KCNH2 3.1 block	.	-7	-10	12	.	-7	8	-4
TSHR antag	-9	2	-9	-4	-1	-36	-7	-2
ELG1 DNA repair	-4%	-1%	1%	-11%	10%	8.2µM*	?	5%

9	O=C(NCCCN1CCCC1=O)c1cc2ccccc2o1
10	O=C(NCC1CCCO1)C(c1ccco1)N(Cc1ccc(F)cc1)C(=O)CN1C(=O)c2ccccc2S1(=O)=O (configuration not stated)
11	C/C(=N/NC(=O)c1cccs1)c1ccco1
12	Cc1ccc(C(=O)/C=C/c2cn(CN3CCN(C)CC3)c3ccccc23)cc1
13	Cn1c(=O)cc(OCC(=O)Nc2ccccn2)c2ccccc21
14	CC1(C)COC(/C=C/c2cccc([N+](=O)[O-])c2)=N1
15	N#Cc1c(-c2cccnc2)cc(-c2ccccc2)nc1N
16	CC(=O)NC1(C2CCCCC2=O)CCCCC1 (configuration not stated)

entry no.	9	10	11	12	13	14	15	16
Mito fusion yeast	-4%	0%	5%	9%	1%	-30%[inhibitor]	5%	-3%
Eya2 inh	1%	3%	3%	-8%	31%	-5%	-9%	4%
TCR activator	-3%	1%	-2%[46.1 µM]	-1%	-13%	4%	-1%	.
USP2a block	1%	0%	0%	-9%	4%	2%	2%	4%
KCNH2 WT inh	3	-2	-2	-15	-8	3	0	-4
AT treatment	2%	1%	4%	8%	5%	10%[11.5 µM]	13%	-3%
TRPV1 ag	2	9	0	?	-4	4	3	.
KCNH2 3.1 block	4	13	9	-5	-10	-18	-17	2
TSHR antag	-6	0	2	-7	-15	-13	2	-4
ELG1 DNA repair	?	3%	?	?	10%	?	?	-1%

17	O=C1C2C3C=CC(C4CC34)C2C(=O)N1CCc1ccccc1 (configuration not stated)
18	CNS(=O)(=O)c1cccc(C(=O)OC2CCOC2=O)c1 (configuration not stated)
19	CCc1n[nH]c(=S)n1/N=C/c1cc(OC)cc([N+](=O)[O-])c1O
20	COc1cc(OC)c(N(C)S(=O)(=O)c2cccc(C(=O)OCC(=O)NCc3ccco3)c2)cc1Cl
21	COC(=O)c1ccc(N2CCN(CCNC(=O)Nc3ccc(OC)cc3)CC2)cc1
22	COc1ccc(C(=O)Nc2cccc(-c3nc4ncccc4o3)c2C)cc1OC
23	OC(CN1CCN(Cc2ccccc2)CC1)c1ccc(F)cc1 (configuration not stated)
24	C/C(=N\NC(=O)c1ccc(Cl)cc1)c1ccccn1

entry no.	17	18	19	20	21	22	23	24
Mito fusion yeast	11%	0%	4%	-36%[inhibitor]	-2%	-2%	-6%	-15%
Eya2 inh	2%	6%	1%	-26%	-4%	0%	6%	9%
TCR activator	-2%[46.1 µM]	4%	-4%	1%	-2%	-3%	-13%	8%
USP2a block	-1%	3%	-7%	2%	-1%	4%	1%	1%
KCNH2 WT inh	-4	4	3	10	24	4	23	0
AT treatment	-3%	2%	1%	2%	-3%	3%	-10%	4%
TRPV1 ag	10	6	0	8	17	9	2	5
KCNH2 3.1 block	16	-36	10	1	-23	2	-7	-12
TSHR antag	-3	22	9	-13	-10	1	9	-17
ELG1 DNA repair	?	9%	?	5%	6%	?	2%	?

25	COc1cc(/C=C2/NC(=O)N(c3cccc(Cl)c3)C2=O)ccc1O
26	O=C(/C=C/c1ccccc1Cl)N1CCOCC1
27	CCOc1ccccc1C1C(C#N)=C(N)Oc2cc(C)n(Cc3ccccn3)c(=O)c21 (configuration not stated)
28	CCOC(=O)CCC(=O)N1CCOCCN(C(=O)CCC(=O)OCC)CCOCC1
29	CC(=O)c1ccc(NC(=O)c2cn(-c3ccccc3)nc2-c2ccncc2)cc1
30	Cc1occc1C(=O)N1CCN(C(=O)C2CCCO2)CC1 (configuration not stated)
31	CC(C)=CC(=O)Nc1nnc(-c2ccccc2)s1
32	CC(C)c1ccc(OCC(O)CN2CCCC2)cc1 (configuration not stated)

entry no.	25	26	27	28	29	30	31	32
Mito fusion yeast	12%	4%	4%	0%	-2%	0%	-1%	1%
Eya2 inh	-11%	-3%	11%	7%	-28%	-1%	1%	13%
TCR activator	2%	13%	8%	1%	0%[46.1 µM]	5%	2%	3%
USP2a block	3%	1%	-1%	4%	0%	2%	1%	1%
KCNH2 WT inh	-4	1	-34	-12	1	3	-22	18
AT treatment	-10%	5%	4%	2%	2%	4%	-12%	-7%
TRPV1 ag	2	?	0	0	2	2	-3	-5
KCNH2 3.1 block	.	1	9	-2	-1	-7	7	-5
TSHR antag	2	-8	11	0	24	13	3	3
ELG1 DNA repair	-8%	?	4%	-1%	27%	1%	?	-9%

This is a subset (hit frequency here may not be typical).
